GPR151 activ – activators of human GPR151. 650,000 compounds, 1% hits. PathHunter beta-arrestin GPR151 cells, luminescence. activation, % at 11.2 µM. Q8TDV0; in the data active = activation above about 4.9%;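 note: 0% = median of compound wells and 100% = cells with positive control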
Target sequence (Q8TDV0 whole entry, looked up): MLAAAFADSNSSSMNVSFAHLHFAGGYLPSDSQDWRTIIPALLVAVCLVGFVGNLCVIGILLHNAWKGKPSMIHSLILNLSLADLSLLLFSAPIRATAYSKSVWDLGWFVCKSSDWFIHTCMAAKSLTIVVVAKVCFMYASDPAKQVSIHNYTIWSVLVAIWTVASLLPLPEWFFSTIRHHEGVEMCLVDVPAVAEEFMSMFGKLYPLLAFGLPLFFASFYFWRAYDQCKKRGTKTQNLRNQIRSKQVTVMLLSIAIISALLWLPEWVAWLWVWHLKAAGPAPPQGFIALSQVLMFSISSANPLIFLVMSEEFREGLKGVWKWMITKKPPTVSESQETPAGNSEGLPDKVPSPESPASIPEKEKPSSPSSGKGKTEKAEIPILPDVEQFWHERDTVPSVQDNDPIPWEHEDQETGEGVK
TEAD-YAP inh – TEAD-YAP interaction inhibition; inhibition, % at 9.12 µM; HEK-TIYL cells, TEAD-Gal4/YAP UAS-luciferase luminescence; 640,000 compounds, 1.4% hits; in the data active = inhibition above about 32%;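 note: 0% = median of test compound wells and 100% = reference inhibitor wells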
FBW7 act – activators of human E3 ligase FBW7. Q969H0. AlphaScreen FBW7–phospho-cyclin E peptide binding, activator screen. normalized activity (activation), % at 26.1 µM. 650,000 compounds, 0.13% hits. AID 1259310; in the data active = normalized activity above about 1.9%;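 note: purified mutant Fbw7 with reduced substrate affinity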
Target sequence (Q969H0 whole entry, looked up): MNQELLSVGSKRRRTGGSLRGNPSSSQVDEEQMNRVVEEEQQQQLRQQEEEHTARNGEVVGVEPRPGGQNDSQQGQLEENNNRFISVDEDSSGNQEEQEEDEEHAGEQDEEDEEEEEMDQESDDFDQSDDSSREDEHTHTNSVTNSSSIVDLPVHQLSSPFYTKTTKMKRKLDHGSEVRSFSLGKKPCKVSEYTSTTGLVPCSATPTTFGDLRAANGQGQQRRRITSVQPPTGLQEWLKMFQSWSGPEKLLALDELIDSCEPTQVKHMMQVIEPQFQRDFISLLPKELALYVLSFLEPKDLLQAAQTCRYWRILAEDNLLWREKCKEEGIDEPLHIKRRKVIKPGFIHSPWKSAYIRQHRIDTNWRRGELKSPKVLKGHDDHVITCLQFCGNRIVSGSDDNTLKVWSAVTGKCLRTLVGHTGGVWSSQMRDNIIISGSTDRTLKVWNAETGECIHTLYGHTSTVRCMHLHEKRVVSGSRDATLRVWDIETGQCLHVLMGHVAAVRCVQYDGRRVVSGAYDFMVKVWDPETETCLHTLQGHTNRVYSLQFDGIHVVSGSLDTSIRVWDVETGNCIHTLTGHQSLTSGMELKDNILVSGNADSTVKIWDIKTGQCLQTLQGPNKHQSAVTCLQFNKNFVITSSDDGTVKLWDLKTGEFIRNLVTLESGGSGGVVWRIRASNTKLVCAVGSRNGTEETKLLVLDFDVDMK
MITF inh – human MITF inhibition, primary screen; O75030; AID 1259374; 650,000 compounds, 0.91% hits; AlphaScreen MITF homodimerization, bead proximity signal; inhibition, % at 2.6 µM; in the data active = inhibition above about 50%;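 note: 0% = vehicle wells with protein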
An asterisk follows results filed as active.

nr | Compound | GPR151 activ | TEAD-YAP inh
1 | O=C(COc1ccccc1[N+](=O)[O-])Nc1cc(Cl)ccc1C(=O)O | 1.3 | 1.3
2 | CC(=O)N1c2ccccc2NC2=C(C(=O)CC(c3ccccc3)C2)C1c1ccc2c(c1)OCO2 (configuration not stated) | -1.4 | 5.8
3 | COc1ccc(/C=C2/C(=O)NN(c3cccc(Cl)c3)C2=O)cc1Br | -0.1 | 4.2
4 | CC(=O)N1CCC(O)(c2ccc3c(c2)OCO3)CC1 | -0.1 | -7.0
5 | CC(C)CNC(=O)CSc1nccc(N2CCN(C)CC2)n1 | -0.2 | 0.9
6 | C=CCOc1cccc(C(=O)N2CCOc3ccc(CN4CCCC4)cc3C2)c1 | 2.6 | 7.7
7 | COc1cccc(CNCc2ccc([N+](=O)[O-])cc2)c1OC | -0.8 | 3.5
8 | O=C(O)c1ccc(NC(CS(=O)(=O)Cc2c(F)cccc2Cl)C(=O)O)c([N+](=O)[O-])c1 (configuration not stated) | 0.0 | -6.2
9 | c1ccc(-c2ccc(N3CCCCCC3)nn2)cc1 | -6.2 | 93.1*
10 | CS(=O)(=O)N(CC(=O)Nc1cccc(F)c1)c1ccc(Cl)cc1 | -0.4 | -6.5
11 | O=C(CC(c1ccccc1)c1ccccc1O)NCC1OCCc2ccccc21 (configuration not stated) | 0.6 | 6.8
12 | CCOC(=O)c1c(-c2ccccc2)csc1NC(=O)c1ccc(Br)o1 | -0.1 | -2.9
13 | COc1cccc(CN2CCN(C3CCN(C(C)C)CC3)C(CCO)C2)c1 (configuration not stated) | 1.2 | -3.1
14 | COc1cccc2cc(-c3csc(NC(=O)CCC(=O)NC4CCC(C)CC4)n3)c(=O)oc12 (configuration not stated) | 1.3 | -14.3
15 | CCN(CC)c1ccc(C(=O)c2ccc(N(CC)CC)cc2)cc1 | 2.1 | 33.8*

nr | FBW7 act | MITF inh
1 | -0.1 | 0.6
2 | 0.1 | 15.2
3 | -0.1 | -10.1
4 | -0.1 | -8.0
5 | -0.3 | -6.0
6 | 0.0 | 7.7
7 | -0.1 | 35.7
8 | 0.2 | 3.1
9 | 0.1 | -2.0
10 | -0.2 | 14.9
11 | 0.0 | 2.6
12 | 0.9 | 8.4
13 | -0.1 | -6.6
14 | -0.1 | 3.5
15 | 0.2 | 1.2

Next compounds:
nr | Compound | GPR151 activ | TEAD-YAP inh
16 | COc1ccc(Nc2nnc(SCC(=O)NC3CCCc4ccccc43)s2)cc1 (configuration not stated) | 1.2 | -5.8
17 | O=C(NC1CC1)c1cccc(-c2ccccc2)c1 | -0.9 | -18.8
18 | CN(Cc1ccccc1)C(=O)COc1ccc2c(c1)C(=O)CC(C)(C)O2 | -0.3 | -0.9
19 | CCN(C(=O)Cc1cccs1)C1CCCCC1 | 0.7 | 1.3
20 | CCN1C(=O)S/C(=C\c2ccc(C(=O)OC)cc2)C1=O | -1.2 | -11.2
21 | Cc1cc(NC(=O)c2ccc3c(c2)OCCO3)n(-c2nc3ccc(F)cc3s2)n1 | 2.2 | -1.1
22 | CCC(=O)Nc1c(-c2ccccc2)c2cc(Br)ccc2[nH]c1=O | -0.3 | 13.8
23 | COc1ccc2oc(=O)c(C(=O)N3CCN(c4cc(C)ccc4C)CC3)cc2c1 | -2.0 | -3.9
24 | O=C(CCC1CCCCC1)Nc1ccc(S(=O)(=O)N2CC3CC(C2)c2cccc(=O)n2C3)cc1 (configuration not stated) | -0.2 | -1.8
25 | CS(=O)(=O)n1c(SCc2ccc(C(F)(F)F)cc2)nc2ccccc21 | 1.9 | -9.5
26 | CC(C)(C)NC(=O)CN1CCC(c2ccc3c(c2)OCO3)CC1 | 0.9 | -6.3
27 | Cc1nn(CC(=O)Nc2ccc(C(N)=O)cc2)c(C)c1[N+](=O)[O-] | -0.8 | 6.0
28 | S=C(NCCN1CCOCC1)Nc1ccc(Cl)cc1Cl | -1.0 | -2.8
29 | CCCOCCOC(=O)C1=C(C)NC(=O)CC1c1ccccc1C(F)(F)F (configuration not stated) | -0.3 | 7.6
30 | O=[N+]([O-])c1ccc2[nH]c(O)c(N=NC3CS(=O)(=O)CC3O)c2c1 (configuration not stated) | -0.2 | 2.5

nr | FBW7 act | MITF inh
16 | 0.1 | 3.8
17 | 0.0 | 1.4
18 | 0.0 | 7.8
19 | 0.1 | -14.5
20 | 0.0 | 9.7
21 | -0.1 | -9.9
22 | 0.3 | 11.1
23 | 1.2 | 13.8
24 | -0.2 | -4.5
25 | 0.1 | 1.9
26 | -0.2 | -8.5
27 | 0.1 | -5.0
28 | -0.1 | 4.2
29 | -0.2 | -1.9
30 | -0.1 | 0.7

Part of the list above, limited to MITF inh and TEAD-YAP inh:
nr | Compound | MITF inh | TEAD-YAP inh
26 | CC(C)(C)NC(=O)CN1CCC(c2ccc3c(c2)OCO3)CC1 | -8.5 | -6.3
27 | Cc1nn(CC(=O)Nc2ccc(C(N)=O)cc2)c(C)c1[N+](=O)[O-] | -5.0 | 6.0

Continuation:
nr | Compound | GPR151 activ | TEAD-YAP inh
31 | Nc1cccc(-c2ccc(C(=O)Nc3ccc(N4CCOCC4)cc3)s2)c1 | -1.3 | 4.3
32 | CCOC(=O)C1=C(C)N=c2s/c(=C\c3ccc(-c4cc([N+](=O)[O-])ccc4Cl)o3)c(=O)n2C1c1ccc2c(c1)OCO2 (configuration not stated) | -1.3 | -11.0
33 | COc1cc(C(=O)NCCOc2ccc(Cl)cc2)cc(OC)c1OC | -1.4 | 1.6
34 | COc1cc(C(=O)N2c3ccccc3C(C)=CC2(C)C)cc(OC)c1OC | 1.3 | 10.8
35 | CCOC(=O)c1oc2ccc(S(=O)(=O)N3CCC(C)CC3)cc2c1C | -0.5 | 6.7
36 | CCOC(=O)c1ccc(N2C(=O)C(=O)/C(=C(/O)c3ccc(OC)cc3)C2c2ccc(C)cc2)cc1 (configuration not stated) | -1.4 | 3.2
37 | O=S1(=O)CCC(SCc2nc3sccn3c2Br)C1 (configuration not stated) | -1.1 | -2.1
38 | CCC(=O)Nc1nc(-c2cc([N+](=O)[O-])cs2)cs1 | 0.1 | -14.2
39 | O=[N+]([O-])c1nn(-c2ccc(Cl)cc2)n(O)c1=NCCc1ccccc1 | -0.4 | -3.4
40 | CS(=O)(=O)Nc1cccc(C2=NN3C(C2)c2ccccc2OC3c2ccccc2)c1 (configuration not stated) | -0.1 | -22.5
41 | O=c1cc(-c2ccncc2)c2ccc(OCc3ccccn3)cc2o1 | -0.1 | -2.5
42 | CC(=O)c1ccc(NC(=O)c2ccc3c(c2)OCCO3)cc1 | 0.5 | -53.0
43 | Cc1c(C(=O)N2CCCc3ccccc32)sc2ncnc(N3CCN(c4ccccc4)CC3)c12 | -0.7 | -5.7
44 | CCN(CC)S(=O)(=O)c1ccc(NC2=NS(=O)(=O)c3ccccc32)cc1 | 0.1 | -11.0
45 | COc1ccc(S(=O)(=O)N(C)CC(=O)Nc2cccc(C(F)(F)F)c2)cc1OC | 1.3 | 0.3

nr | FBW7 act | MITF inh
31 | 0.1 | 13.4
32 | 0.1 | 10.9
33 | 0.1 | 21.9
34 | 0.2 | 22.6
35 | 0.7 | 7.1
36 | 0.4 | -3.6
37 | 0.1 | 4.8
38 | -0.2 | -3.3
39 | -0.4 | 32.6
40 | -0.1 | 1.4
41 | 0.0 | 14.8
42 | -0.1 | 11.9
43 | -0.5 | 13.1
44 | -0.1 | -1.9
45 | 0.0 | -4.8

Next part.
nr | Compound | GPR151 activ | TEAD-YAP inh
46 | O=Cc1ccc(OCC(=O)Nc2ccc(Oc3ccccc3)cc2)cc1 | -1.1 | -3.5
47 | Cc1ccc2c(c1)N(CC(=O)NC(C)C)C(=O)C(C(C)C)O2 (configuration not stated) | 0.6 | 6.4
48 | Cc1cc(C)c(C#N)c(NS(=O)(=O)c2ccc(N3CCCC3=O)cc2)c1 | 0.7 | 6.8
49 | CCCNCc1cc(Br)ccc1OCC | 1.6 | 1.1
50 | CCc1ccc(NC(=O)c2cc3c(=O)n4cccc(C)c4nc3s2)cc1 | -0.8 | 2.1
51 | CCOc1ccc(S(=O)(=O)n2nnc3ccccc32)cc1 | 1.2 | -4.9
52 | CC1CN(CC(=O)NCc2cn[nH]c2-c2ccccc2)Cc2ccccc2O1 (configuration not stated) | -1.3 | -6.3
53 | COc1ccc(Cl)cc1NC(=O)Cn1ncc2ccccc21 | 0.0 | -1.1
54 | O=c1cc(-c2ccc(O)cc2)oc2c(C3O[C@H](CO)[C@@H](O)[C@H](O)[C@H]3O)c(O)cc(O)c12 (some centres not stated) | -0.5 | -7.7
55 | COc1ccccc1CNC(=O)C(=O)NCC(c1ccco1)N1CCOCC1 (configuration not stated) | 0.9 | -8.0
56 | CC1(C)Cc2cccc(OCC(=O)NNC(=O)c3ccccc3)c2O1 | 0.7 | 3.0
57 | CNC(=O)/C(=C/C=C/c1ccccc1)NC(=O)c1ccccc1 | -0.4 | -3.1
58 | Cc1ccc(-c2c(C(=O)O)c(C(=O)O)c3n2CSC3)cc1 | -1.7 | -0.4
59 | Cc1ccc2nsnc2c1NC(=O)COc1ccc([N+](=O)[O-])cc1 | 0.5 | 1.8
60 | Cn1c(=O)n(Cc2ccc(F)cc2)c(=O)c2c1nc1n2CCCN1c1ccc(F)cc1 | 0.0 | -7.8

nr | FBW7 act | MITF inh
46 | -0.1 | -11.6
47 | -0.9 | -17.7
48 | -0.2 | 2.0
49 | 0.5 | 8.1
50 | 0.1 | 3.2
51 | -0.1 | 7.1
52 | 0.1 | 14.6
53 | 0.2 | 3.0
54 | -0.1 | 32.3
55 | 0.0 | 13.2
56 | 0.0 | -13.3
57 | -0.1 | -5.7
58 | 0.5 | -6.7
59 | -0.1 | 0.3
60 | 0.1 | 8.0

The closing six records of the part above open the next one.
nr | Compound | GPR151 activ | TEAD-YAP inh
55 | COc1ccccc1CNC(=O)C(=O)NCC(c1ccco1)N1CCOCC1 (configuration not stated) | 0.9 | -8.0
56 | CC1(C)Cc2cccc(OCC(=O)NNC(=O)c3ccccc3)c2O1 | 0.7 | 3.0
57 | CNC(=O)/C(=C/C=C/c1ccccc1)NC(=O)c1ccccc1 | -0.4 | -3.1
58 | Cc1ccc(-c2c(C(=O)O)c(C(=O)O)c3n2CSC3)cc1 | -1.7 | -0.4
59 | Cc1ccc2nsnc2c1NC(=O)COc1ccc([N+](=O)[O-])cc1 | 0.5 | 1.8
60 | Cn1c(=O)n(Cc2ccc(F)cc2)c(=O)c2c1nc1n2CCCN1c1ccc(F)cc1 | 0.0 | -7.8
61 | CCc1ccc(-n2c(SCC(=O)NC(C)(C)C)nnc2-c2ccncc2)cc1 | 0.0 | 4.2
62 | CNC(=O)/C(C#N)=C/c1cc(C)n(-c2ccc(F)cc2)c1C | 0.0 | 71.2*
63 | CCCn1c(SCC(=O)OC(C)(C)C)n[nH]c1=O | 3.2 | 8.2
64 | CCCCn1c(CN2CCN(c3ccccc3F)CC2)nc2c1c(=O)n(C)c(=O)n2C | -0.6 | -3.5
65 | CS(=O)(=O)N1CCN(Cc2cccnc2)CC1 | 0.9 | -10.2
66 | COc1ccc(-n2nc(C(=O)NCC(=O)Nc3cc(C)ccc3OC)c3ccccc3c2=O)c(OC)c1 | 4.0 | -6.4
67 | CCOC(=O)C1=C(C)NC(C)=C(C(=O)OCC)C1c1ccc(Cl)cc1 | 0.7 | 5.7
68 | Cc1cnc(-c2ccccc2)nc1NCCN(C(C)C)C(C)C | 0.0 | -2.3
69 | Cc1ccc(-n2nnc(-c3nc(-c4ccccc4)no3)c2N)c(C)c1 | -0.1 | -17.2
70 | C=CCn1c(N2CCC(C(=O)Nc3nnc(CC)s3)CC2)nc2ccccc21 | 0.5 | 5.6
71 | C=CCOc1ccc(Cl)cc1/C=C1/C(=O)ON=C1C | -1.1 | -0.7
72 | Cn1c(C(=O)NCc2cccnc2)cc2oc3ccccc3c21 | 3.1 | -29.4
73 | CS(=O)(=O)c1cc(C#N)c(N2CCN(C(=O)CCC(=O)O)CC2)nc1-c1ccccc1 | 0.6 | -1.9
74 | O=C(c1ccc2nsnc2c1)N1CC[C@@H](c2ccccc2)[C@H](O)C1 | 0.8 | -7.9
75 | Nc1cccc2c1C(=O)N(CC(=O)NC13CC4CC(CC(C4)C1)C3)C2=O | 1.4 | -6.9

nr | FBW7 act | MITF inh
55 | 0.0 | 13.2
56 | 0.0 | -13.3
57 | -0.1 | -5.7
58 | 0.5 | -6.7
59 | -0.1 | 0.3
60 | 0.1 | 8.0
61 | 0.0 | -2.0
62 | -0.7 | 9.8
63 | 0.0 | 9.0
64 | 0.0 | -6.6
65 | -0.1 | 66.6*
66 | 0.2 | 5.3
67 | 0.0 | -7.0
68 | 0.3 | 6.9
69 | 0.0 | 6.2
70 | 0.0 | 8.5
71 | 0.1 | 33.2
72 | -0.1 | 4.2
73 | 0.1 | -4.7
74 | 0.1 | 13.6
75 | 0.0 | -14.1

Remaining list, next part:
nr | Compound | GPR151 activ | TEAD-YAP inh
76 | CC(=O)/C(CCCN(C)C)=N/O | 1.3 | -0.2
77 | O=S(=O)(Nc1cccc2cccnc12)c1ccc2ccccc2c1 | -0.1 | 16.5
78 | Cc1cc(C)n(CC(=O)NCCN2Cc3ccccc3OC(c3ccsc3)C2)n1 (configuration not stated) | -0.3 | 11.7
79 | CCCCn1c(C)cn2c3c(=O)n(CCN4CCCCC4)c(=O)n(C)c3nc12 | 0.8 | 0.6
80 | CCOP(=O)(OCC)c1nc(-c2cccc3ccccc23)oc1N(C)C | 0.2 | -1.6

nr | FBW7 act | MITF inh
76 | -0.1 | -7.0
77 | -0.5 | 12.8
78 | 0.1 | -3.8
79 | -0.2 | 11.7
80 | 0.1 | 8.0

High-throughput results: PubChem BioAssay, The Scripps Research Institute Molecular Screening Center

Compounds as they come; about 3.4% have a hit in one of these screens.
